# human PMI inhibitors: human PMI inhibitors, high substrate, primary screen, biochemical, fluorescence intensity, high mannose 6-phosphate (AID 1220). recombinant PMI enzyme, coupled fluorescence intensity; higher % means a stronger effect. inhibition, % at 20 µM, or IC50 in µM where a hit was titrated. hit rate 0.66% among 190,000
# WT yeast gro inh: growth inhibition of WT yeast, mitochondrial fusion screen. mitochondrial fusion phenotypic screen, WT strain. hit rate 2.1% among 190,000. inhibition, % at 10 µM; in the data active = inhibition above about 58%; tested in S. cerevisiae
# human PMI inhibition: MPI enzyme activity inhibition – biochemical, fluorescence intensity, coupled assay, primary screen (AID 1209) | purified PMI enzyme, coupled fluorescence intensity; higher % means a stronger effect | inhibition, % at 20 µM, or IC50 in µM where a hit was titrated | hit rate 0.42% among 190,000;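 note: plate controls were DMSO vehicle for no effect and wells lacking substrate for full effect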
# XIAP displacement: XIAP antagonists, biochemical, IAP family, fluorescence polarization (AID 1018) | hit rate 0.007% among 200,000 | one-dose displacement, % at 20 µM; IC50 in µM for titrated hits | XIAP BIR domain, fluorescence polarization peptide displacement; higher % means a stronger effect; in the data active = displacement above about 50%; note: a part of the inactive calls stands beside numbers as strong as those of hits
# Yfh1-off respiration: mitochondrial function rescue without frataxin homolog – Friedreich's ataxia, plus single-dose screen, dose response (AID 1465); hit rate 0.074% among 220,000; S. cerevisiae Yfh1-off respiration, WST-1 reduction, 72 h; higher fold induction means a stronger effect; fold induction at 50 µM; hits with a dose series show EC50 in µM;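 active = fold induction of absorbance versus untreated yeast above a set limit, then at least 30% activation at any dose in follow-up; inconclusive = repeats straddling the limit, or above it without dose testing; inactive = fold induction below the set limit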;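 note: activators that raise dye reduction in frataxin-depleted yeast; strong numbers were not always called active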
# TNAP activation fold: stimulation of alkaline phosphatase TNAP activity – biochemical, luminescent, no phosphate acceptor, uHTS, primary screen (AID 1001); purified TNAP, luminescent activation assay, no phosphate acceptor; higher activation fold means a stronger effect; activation fold at 20 µM, or EC50 in µM where a hit was titrated; hit rate 0.03% among 200,000; in the data active = activation fold from about 3, or a potency from the dose series; inactive = the rest, 99 in 100 with activation fold below about 1.6; note: many of its hits are not listed in these tables
# M1AAP inhibition: malaria alanyl aminopeptidase activity blockers – biochemical, fluorogenic H-Leu-NHMec substrate, 1536-well (AID 1445) | recombinant M1AAP, H-Leu-NHMec fluorogenic kinetic assay; higher % means a stronger effect | hit rate 0.42% among 220,000 | inhibition, % at 30 µM, or IC50 in µM where a hit was titrated;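 active = primary inhibition above the hit cutoff, then over 50% inhibition at one or more dose response concentrations, cut at about 23% in these data, passing the limit was not always enough; inconclusive = conflicting primary data, or primary hits not chosen for dose response; inactive = low primary inhibition, or under 50% at every dose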;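 note: plate controls were DMSO full reaction for no effect and no enzyme background for full effect; strong numbers were not always called active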
# P. falciparum M17LAP: P. falciparum M17LAP inhibitors, primary screen, biochemical, fluorogenic H-Leu-NHMec substrate, 1536-well (AID 1619); recombinant M17LAP, H-Leu-NHMec fluorogenic kinetic assay; higher % means a stronger effect; one-dose inhibition, % at 30 µM; IC50 in µM for titrated hits; hit rate 0.38% among 220,000;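 active = compound inhibiting the enzyme by more than half at any dose during confirmatory dose-response retesting; inconclusive = strong single-dose inhibitors picked by rank but not retested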;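 note: plate controls were full reaction with DMSO carrier for no effect and no enzyme background for full effect; strong numbers were not always called active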
# LYP inhibition: PTPN22 lymphoid phosphatase activity blockers – biochemical, fluorescence intensity, uHTS (AID 1779); recombinant LYP phosphatase, fluorescence intensity; higher % means a stronger effect; one-dose inhibition, % at 11.5 µM; IC50 in µM for titrated hits; hit rate 0.054% among 290,000;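 note: plate controls were vehicle with enzyme for no effect and no enzyme for full effect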
# WT yeast gro inh mutant strain: further read-out of WT yeast gro inh, marked with its call; inhibition, %; mitochondrial fusion phenotypic screen, mutant strain inhibition
# Active calls of the source: *; i = inactive; ? = inconclusive; . = no result given. Cut-off read from the data, not from the text of the source, unless noted: active = inhibition above about 50%; inactive = the rest. Only part of the results is shown; rates above refer to the full screens.
[1] CNC(=O)OCCc1n(C)cc[n+]1C
[2] CCc1c(C)nc(N)nc1N1N=C1SCC(N)=O
[3] CNCC(O)c1cccc(OC(=O)c2ccccc2C)c1 (centres undefined)
[4] C=CCn1c(O)c(/C(C)=N/N2CCCCCC2)c(=O)[nH]c1=O
[5] Cc1ccc(-n2c(O)c(C=NCc3ccccn3)c(=O)[nH]c2=S)cc1
[6] CCN(CC)C(=O)N[C@H]1C[C@@H]2c3cccc4[nH]cc(c34)C[C@H]2N(C)C1
[7] CCC(=NCc1ccco1)c1c(O)n(-c2ccc(OC)cc2)c(=O)[nH]c1=O
[8] Cn1c(O)c(/C=C2/C=CC=N2)c(=O)[nH]c1=O

Compound | 1 | 2 | 3 | 4 | 5 | 6 | 7 | 8
human PMI inhibitors | 22% | -2% | 5% | . | . | -1% | -8% | .
WT yeast gro inh | -13 | -4 | -7 | . | . | 4 | 1 | .
WT yeast gro inh mutant strain | -1 | -1 | -4 | . | . | -11 | -37 | .
human PMI inhibition | 24% | -3% | 10% | . | . | -6% | 1% | .
XIAP displacement | -4.3% | -1.2% | -3.6% | . | . | -9.3% | -8.2% | .
Yfh1-off respiration | i | i | . | i | i | i | i | i
TNAP activation fold | 1.1 | 1.1 | 1.1 | . | . | 1.1 | 1.1 | .
M1AAP inhibition | 10% | 1% | 4% | 3% | 4% | 5% | 5% | 8%
P. falciparum M17LAP | -9% | -1% | 4% | 10% | 6% | 2% | 1% | -2%
LYP inhibition | -6% | -2% | -3% | -4% | 4% | -1% | -6% | -5%

[9] CN1CCCC(C(O)(c2ccccc2)c2ccccc2)C1 (centres undefined)
[10] Cn1cc(NC(=O)CCl)cn1
[11] COC(=O)c1c(NC(=O)C2C3CCC(O3)C2C(=O)O)sc2c1CCCCCC2 (centres undefined)
[12] O=C(NCCO)c1nsnc1NCCCl
[13] COc1ccccc1OCCCn1cc(C(=O)C2CC2)c2ccccc21
[14] CC[C@@H](C(N)=O)N1CCCC1=O
[15] CCN1CC2C3CCC(C)(O3)C2C1 (centres undefined)
[16] Cc1cccc(OCC(=O)N2CCN(Cc3cccnc3)CC2)c1

Compound | 9 | 10 | 11 | 12 | 13 | 14 | 15 | 16
human PMI inhibitors | . | -8% | 8% | -12% | 20% | -1% | . | .
WT yeast gro inh | . | -14 | -11 | -1 | -1 | 1 | . | -3
WT yeast gro inh mutant strain | . | -6 | -12 | 0 | -1 | 11 | . | 14
human PMI inhibition | . | -17% | 6% | -8% | 19% | 4% | . | .
XIAP displacement | . | -3.4% | -6.5% | -7.7% | -6.6% | -4.5% | . | -2.3%
Yfh1-off respiration | i | i | i | i | i | i | i | i
TNAP activation fold | . | 1.1 | 1 | 1 | 1.1 | 1.1 | . | 1.1
M1AAP inhibition | 1% | 5% | 17% | 6% | 8% | -3% | 4% | 0%
P. falciparum M17LAP | 6% | -1% | 49µM* | 3% | 5% | -3% | -8% | -8%
LYP inhibition | -5% | -4% | 2% | -5% | -1% | -5% | -6% | -5%

[17] Fc1ccccc1CCNCc1cccc(Cl)c1Cl
[18] Cc1nn(Cc2ccccc2)c(C)c1C=C1C(=O)NC(=S)NC1=O
[19] O=C(O)CCCc1ccc(N(CCCl)CCCl)cc1
[20] CN(C)c1ccc(/C=C/C=C2/C(=O)NC(=O)N(c3ccccc3)C2=O)cc1
[21] CCCCN1C(=O)C(C2c3ccccc3C(=O)N2Cc2ccccc2)C(=O)NC1=S (centres undefined)
[22] CN1CCc2nc(N)c(C#N)c(-c3ccccc3)c2C1
[23] CCCCNC(=O)Nc1ccc(C(O)(C(=O)OCC)C(F)(F)F)cc1 (centres undefined)
[24] COc1ccccc1CN1CCN(C(=O)COc2cccc(C)c2)CC1

Compound | 17 | 18 | 19 | 20 | 21 | 22 | 23 | 24
human PMI inhibitors | 8% | -119% | -23% | 48% | -58% | 2% | -3% | -7%
WT yeast gro inh | 17 | -12 | -3 | 27 | -5 | 12 | -8 | -1
WT yeast gro inh mutant strain | -4 | -12 | 2 | 31 | 5 | 11 | -26 | 13
human PMI inhibition | 11% | -61% | -23% | 29% | -17% | 2% | 4% | 3%
XIAP displacement | -1.1% | -3.6% | -2.9% | -1.5% | -6.8% | -10% | -5.7% | -3.7%
Yfh1-off respiration | i | i | i | i | i | i | i | i
TNAP activation fold | 1 | 1 | 1.1 | 0.5 | 1 | 1.1 | 1.1 | 1.1
M1AAP inhibition | 5% | 5% | 3% | 4% | ? | 12% | 3% | -3%
P. falciparum M17LAP | 15% | 25% | 5% | 0% | 37% | -24% | -2% | 14%
LYP inhibition | 0% | -2% | -3% | 1% | -8% | -7% | -8% | -2%

# Arranged by SMILES length (low to high): twelve of the compounds above
[10] Cn1cc(NC(=O)CCl)cn1
[12] O=C(NCCO)c1nsnc1NCCCl
[14] CC[C@@H](C(N)=O)N1CCCC1=O
[17] Fc1ccccc1CCNCc1cccc(Cl)c1Cl
[19] O=C(O)CCCc1ccc(N(CCCl)CCCl)cc1
[22] CN1CCc2nc(N)c(C#N)c(-c3ccccc3)c2C1
[16] Cc1cccc(OCC(=O)N2CCN(Cc3cccnc3)CC2)c1
[24] COc1ccccc1CN1CCN(C(=O)COc2cccc(C)c2)CC1
[18] Cc1nn(Cc2ccccc2)c(C)c1C=C1C(=O)NC(=S)NC1=O
[23] CCCCNC(=O)Nc1ccc(C(O)(C(=O)OCC)C(F)(F)F)cc1 (centres undefined)

Compound | 10 | 12 | 14 | 17 | 19 | 22 | 16 | 24 | 18 | 23
human PMI inhibitors | -8% | -12% | -1% | 8% | -23% | 2% | . | -7% | -119% | -3%
WT yeast gro inh | -14 | -1 | 1 | 17 | -3 | 12 | -3 | -1 | -12 | -8
WT yeast gro inh mutant strain | -6 | 0 | 11 | -4 | 2 | 11 | 14 | 13 | -12 | -26
human PMI inhibition | -17% | -8% | 4% | 11% | -23% | 2% | . | 3% | -61% | 4%
XIAP displacement | -3.4% | -7.7% | -4.5% | -1.1% | -2.9% | -10% | -2.3% | -3.7% | -3.6% | -5.7%
Yfh1-off respiration | i | i | i | i | i | i | i | i | i | i
TNAP activation fold | 1.1 | 1 | 1.1 | 1 | 1.1 | 1.1 | 1.1 | 1.1 | 1 | 1.1
M1AAP inhibition | 5% | 6% | -3% | 5% | 3% | 12% | 0% | -3% | 5% | 3%
P. falciparum M17LAP | -1% | 3% | -3% | 15% | 5% | -24% | -8% | 14% | 25% | -2%
LYP inhibition | -4% | -5% | -5% | 0% | -3% | -7% | -5% | -2% | -2% | -8%

[21] CCCCN1C(=O)C(C2c3ccccc3C(=O)N2Cc2ccccc2)C(=O)NC1=S (centres undefined)
[20] CN(C)c1ccc(/C=C/C=C2/C(=O)NC(=O)N(c3ccccc3)C2=O)cc1

Compound | 21 | 20
human PMI inhibitors | -58% | 48%
WT yeast gro inh | -5 | 27
WT yeast gro inh mutant strain | 5 | 31
human PMI inhibition | -17% | 29%
XIAP displacement | -6.8% | -1.5%
Yfh1-off respiration | i | i
TNAP activation fold | 1 | 0.5
M1AAP inhibition | ? | 4%
P. falciparum M17LAP | 37% | 0%
LYP inhibition | -8% | 1%

# Carrying on:
[25] O=Cc1cn(Cc2cccc([N+](=O)[O-])c2)c2ccccc12
[26] Cc1ccc(S(=O)(=O)N2CN3CCN(C3)C2)cc1
[27] CC1=NN(c2ccccc2)C(=O)/C1=C/c1c(O)[nH]c(=S)[nH]c1=O
[28] COc1ccc(C(C)=O)cc1CC(C(=O)c1ccc(F)cc1)N(C)C (centres undefined)
[29] Clc1ccc(C2N3CCCN23)c(Cl)c1 (centres undefined)
[30] CC1=C(/C=C/c2ccccc2)CCN(C)C1
[31] O=C(c1ccc(-c2ccccc2)cc1)C1CCCN(Cc2ccn[nH]2)C1 (centres undefined)
[32] COc1ccccc1N1C(=O)NC(=O)/C(=C\c2cnn(-c3ccccc3)c2)C1=O

Compound | 25 | 26 | 27 | 28 | 29 | 30 | 31 | 32
human PMI inhibitors | 6% | 19% | -18% | -2% | 1% | -7% | 0% | -4%
WT yeast gro inh | -1 | -15 | 76* | 3 | -6 | 7 | 1 | 4
WT yeast gro inh mutant strain | -10 | 2 | 8.3* | 3 | -14 | 5 | 1 | -6
human PMI inhibition | 2% | 13% | -7% | 0% | 5% | -7% | -1% | 8%
XIAP displacement | -7.5% | -2.0% | -8.2% | -0.2% | -3.7% | 0.2% | -2.5% | -9.3%
Yfh1-off respiration | i | i | i | i | i | i | i | i
TNAP activation fold | 1 | 1.2 | 0.8 | 1 | 1.1 | 1.1 | 1.1 | 1.1
M1AAP inhibition | 1% | 13% | 10% | -1% | 4% | 2% | 4% | 3%
P. falciparum M17LAP | -5% | 0% | 22% | 0% | 1% | 3% | 3% | 0%
LYP inhibition | -1% | -8% | -9% | -4% | -7% | -5% | -2% | -4%

[33] CCCCCCC(=O)c1c(O)n(-c2ccc(OC)cc2)c(=O)[nH]c1=O (tested in a mixture with another compound)
[34] OC12ONC(c3ccccn3)C1N1CCC2CC1 (centres undefined)
[35] FC(F)(F)c1cccc(-n2nnnc2C2(N3CCOCC3)CCCCC2)c1
[36] O=c1cccc2n1CC1CC2CN(c2ncnc3c2cnn3-c2ccc(Cl)cc2)C1 (centres undefined)
[37] O=C1C=C2C=C[C@H]3C[C@]2(O1)[C@@H]1CCCCN13
[38] CCOP(=S)(OCC)c1ccc(N(C)C)cc1
[39] C[C@H]1CCC/C=C/C2C[C@H](O)CC2[C@H](O)/C=C/C(=O)O1 (some centres undefined)
[40] CN(C)C1=NC(N(C)C)=NP(N(C)C)(N(C)C)=N1
[41] COc1ccc(C(CC(=O)N2CCC3(CC2)OCCO3)NS(=O)(=O)c2ccc(F)cc2)cc1 (centres undefined)
[42] COc1ccc(OC)c(C(c2c(O)c3ccccc3oc2=O)c2c(C)n(C)n(-c3ccccc3)c2=O)c1 (centres undefined)

Compound | 33 | 34 | 35 | 36 | 37 | 38 | 39 | 40 | 41 | 42
human PMI inhibitors | . | -20% | 13% | -5% | -3% | 7% | -1% | -6% | 2% | -13%
WT yeast gro inh | . | -1 | -4 | . | -13 | 13 | -3 | 3 | 2 | -53
WT yeast gro inh mutant strain | . | 8 | 16 | . | -2 | 25 | 12 | 1 | 4 | -1
human PMI inhibition | . | -23% | 8% | -9% | -4% | 6% | -5% | -12% | 3% | -14%
XIAP displacement | . | -1.4% | 1.4% | -3.2% | -0.1% | -1.3% | 0.8% | -3.1% | -25% | -5.7%
Yfh1-off respiration | i | i | i | i | i | i | i | i | i | i
TNAP activation fold | . | 1 | 1.1 | 1 | 1.1 | 1.1 | 1.1 | 1 | 1.1 | 1
M1AAP inhibition | 1% | 18% | 7% | . | 4% | 3% | 5% | 2% | 3% | 71µM*
P. falciparum M17LAP | -5% | 5% | -3% | . | -4% | 10% | 9% | 9% | 9% | 21%
LYP inhibition | -3% | -4% | -7% | -8% | -5% | 3% | -4% | -7% | 1% | 0%

# Assay outcomes: PubChem, several laboratories
